# LAP4-GFP MLPCN: modulators of LAP4-GFP expression in yeast, primary screen, S. cerevisiae, multiplex flow cytometry, MLPCN library; 320,000 tested, 0.34% active; 3 h; median GFP as percent of DMSO wells; GFP response vs DMSO, % at 10 µM;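 active = GFP response vs DMSO above a set limit, about the screen mean plus 3 SD, cut at about 150% in these data; inconclusive = under 70 cell events counted for the yeast strain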
# Yeast superoxide: reduction of superoxide in aged yeast, primary screen, HTS. S. cerevisiae aged cells, superoxide DHE fluorescence; active compounds read low. superoxide response (% of plate mean), % at 10 µM. 330,000 tested, 0.18% active. AID 2690, 2010;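 active = superoxide response under a set limit, about three screen SD below normal, cut at about 65% in these data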;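 note: yeast aged for seven days with compound at 30 °C before DHE staining; 100% = average MFI of all compound-treated wells on the plate with controls excluded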
# proCasp3 act: activators of human procaspase-3 D3A mutant, primary screen, biochemical, absorbance, PC-3 D3A mutant, single concentration; Caspase-3 (Homo sapiens), P42574; recombinant procaspase-3 D3A, Ac-DEVD-pNA absorbance 405 nm; activation, % at 8.5 µM; 330,000 tested, 0.11% active; AID 463141, 2010;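 active = activation above the mean of all tested compounds plus 3 SD, cut at about 21% in these data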;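 note: 0% = DMSO alone and 100% = DMSO wells spiked with extra 5 µM PC-3 D3A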
# Target sequence (P42574 whole entry D9A/D28A/D175A): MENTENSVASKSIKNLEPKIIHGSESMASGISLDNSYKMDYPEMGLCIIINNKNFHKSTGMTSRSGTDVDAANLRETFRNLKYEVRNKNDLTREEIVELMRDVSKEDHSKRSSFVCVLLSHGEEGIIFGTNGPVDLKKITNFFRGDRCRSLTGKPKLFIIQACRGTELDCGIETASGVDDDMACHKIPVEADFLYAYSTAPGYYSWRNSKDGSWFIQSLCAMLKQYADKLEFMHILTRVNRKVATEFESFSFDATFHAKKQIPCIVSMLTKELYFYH
#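 Assay system: Procaspase-3 D3A mutant, all three cleavage aspartates alanine. Buffer or medium: Zinc-free HEPES saline buffer with Triton X-100. Times: 1 h compound preincubation, 2 h substrate hydrolysis at 25 °C. Measured by: 405 nm absorbance of p-nitroaniline, reads at 0 and 120 min. Read-out basis: percent activation relative to control range. Replicates: singlicate.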
# GASC-1 inh: inhibitors of GASC-1 histone demethylase, primary screen, biochemical, fluorescence, DELFIA europium | 330,000 tested, 0.069% active | Lysine-specific demethylase 4C (Homo sapiens), Q9H3R0 | inhibition, % at 2.35 µM | AID 2099, 2009 | GST-JMJD2C(1-420) H3K9me3 demethylation;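 active = more than half of a compound's replicate wells show inhibition beyond 50%, single wells judged on their own value; inconclusive = some, but no more than half, of replicates pass 50% inhibition; inactive = no replicate passes 50% inhibition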;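 note: signal counts dimethyl H3K9 product captured on neutravidin plate; 0% = median of DMSO wells and 100% = 0.3 times that DMSO median; strong numbers were not always called active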
# Target sequence (Q9H3R0 1-420 limits assumed): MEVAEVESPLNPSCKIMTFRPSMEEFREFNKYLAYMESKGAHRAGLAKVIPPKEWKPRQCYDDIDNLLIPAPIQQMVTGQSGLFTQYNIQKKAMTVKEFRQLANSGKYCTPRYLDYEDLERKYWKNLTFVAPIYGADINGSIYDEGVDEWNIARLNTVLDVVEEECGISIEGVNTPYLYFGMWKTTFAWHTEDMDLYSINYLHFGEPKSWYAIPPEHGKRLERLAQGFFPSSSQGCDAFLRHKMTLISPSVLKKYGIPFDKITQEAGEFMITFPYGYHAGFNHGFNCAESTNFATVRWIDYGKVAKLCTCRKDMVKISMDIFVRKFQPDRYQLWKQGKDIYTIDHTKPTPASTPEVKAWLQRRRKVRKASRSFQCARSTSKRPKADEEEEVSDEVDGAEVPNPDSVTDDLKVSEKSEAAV
# MEP2-GFP yeast: modulators of MEP2-GFP levels in yeast, primary screen, S. cerevisiae, multiplex flow cytometry, MLPCN library | GFP response vs DMSO, % at 10 µM | 330,000 tested, 0.51% active | S. cerevisiae MEP2-GFP strain, 3 h; 100% = DMSO control level | AID 2016, 2009;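 active = GFP response versus DMSO above a set limit, roughly screen mean plus 3 SD, cut at about 180% in these data; inconclusive = fewer than 70 cells counted for a yeast strain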;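 note: median GFP fluorescence of the barcode-gated MEP2-GFP cells per well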
# AHR activator: AHR activators, primary screen, cell-based, luminescence, luciferase reporter, human; AHR-responsive luciferase reporter cells; Aryl hydrocarbon receptor (Homo sapiens), P35869; activation, % at 5 µM; 320,000 tested, 2.5% active; AID 2796, 2010; in the data active = activation above about 47%;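 note: 0% = vehicle wells and 100% = reference agonist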
# procasp7 counter: procaspase-7 activators, primary screen, counter-screen for procaspase-3 activator project, biochemical, absorbance, HTS, human | Caspase-7 (Homo sapiens), P55210 | recombinant procaspase-7, Ac-DEVD-pNA absorbance 405 nm; D23A/D198A/D206A triple mutant, cannot self-cleave; scale: DMSO 0, 5 µM enzyme 100 | activation, % at 8.5 µM | 330,000 tested, 0.093% active;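 active = percent activation above the screen-wide mean plus 3 SD, cut at about 25% in these data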
# Target sequence (P55210 whole entry D23A/D198A/D206A): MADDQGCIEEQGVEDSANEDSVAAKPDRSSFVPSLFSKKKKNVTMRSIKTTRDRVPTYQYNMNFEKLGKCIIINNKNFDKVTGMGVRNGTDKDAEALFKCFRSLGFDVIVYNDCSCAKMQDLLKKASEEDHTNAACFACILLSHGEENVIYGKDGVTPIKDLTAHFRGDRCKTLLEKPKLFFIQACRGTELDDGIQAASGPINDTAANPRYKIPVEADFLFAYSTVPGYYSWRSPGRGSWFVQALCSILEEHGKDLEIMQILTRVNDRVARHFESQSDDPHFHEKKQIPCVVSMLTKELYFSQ
#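 System: Procaspase-7 triple mutant (PC-7 D3A); measure: % activation from two-timepoint absorbance difference, scaled to controls; times: 1 h compound preincubation, 2 h substrate cleavage, 25 °C; also added: Ac-DEVD-pNA substrate, 400 µM as added; measured by: Epi-absorbance of released pNA at 405 nm, two timepoints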
# RPL19A TOR yeast: RPL19A-GFP expression modulators in yeast, primary screen, cell-based, S. cerevisiae, multiplex flow cytometry, MLPCN; S. cerevisiae RPL19A-GFP strain, 3 h; active compounds read low; percent response vs DMSO, % at 10 µM; 330,000 tested, 0.3% active; AID 2025, 2009;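 active = percent response vs DMSO below 50%; inconclusive = fewer than 70 events counted for the yeast strain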;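 note: median channel GFP fluorescence of the barcoded RPL19A-GFP strain; ratio of sample median GFP to plate DMSO average so 100% = DMSO; lower means less RPL19A-GFP as with rapamycin TOR inhibition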
# An asterisk follows results filed as active; ? = inconclusive; . = not tested or not shown; [ ] = another dose, or the depositor's remark.
smiles,LAP4-GFP MLPCN,Yeast superoxide,proCasp3 act,GASC-1 inh,MEP2-GFP yeast,AHR activator,procasp7 counter,RPL19A TOR yeast
O=C(c1ccco1)N1CCN(Cc2nnnn2C2CCCCC2)CC1,96,76,-9,1,104,-1,-4,109
CCCc1nnc(SCC(=O)N2CCCC2)n1Cc1ccco1,95,114,-6,2,107,2,3,106
CCOC(=O)N1CCN(CC(=O)Nc2ccc(OC)cc2)CC1,101,108,-8,3,103,0,4,103
COc1ccc(C(CNC(=O)COc2ccc(F)cc2Cl)N2CCCCC2)cc1 (centres undefined),102,87,1,-3,98,4,0,101
CCC(CO)Oc1cc(NCc2cccc(C(F)(F)F)c2)c2ncn(C(C)C)c2c1 (centres undefined),94,96,-2,2,96,13,2,96
O=C(c1ccc2oc(Cc3ccc(Cl)cc3)nc2c1)N1CCCCC1CCO (centres undefined),111,96,3,-10,105,-2,-8,101
O=C(C(Cc1ccccc1)n1cccc1)N1CCN(Cc2ccccc2)CC1 (centres undefined),101,98,5,4,98,5,-3,102
CC1CCCN(C(=O)CCS(=O)(=O)Cc2ccccc2)C1 (centres undefined),104,83,5,1,102,7,7,101

# Other structures follow.
smiles,LAP4-GFP MLPCN,Yeast superoxide,proCasp3 act,GASC-1 inh,MEP2-GFP yeast,AHR activator,procasp7 counter,RPL19A TOR yeast
Cc1nn(CC(=O)N2CCOCC2)c(C)c1[N+](=O)[O-],92,108,8,1,168,2,2,71
C=CCN1C(=O)c2ccc(C(=O)N(C)Cc3ccc(C)o3)cc2C1=O,106,94,4,-3,89,-1,-10,87
c1ccc(N2CCN(c3nc(NCc4ccco4)c4ccccc4n3)CC2)cc1,92,109,6,-5,101,-2,-3,100
COc1ccc(CNC(=O)C(c2ccco2)N(C(=O)c2snc(C(N)=O)c2N)c2cccc(OC)c2)cc1 (centres undefined),86,107,-3,9,106,-1,18,98
CN(C)S(=O)(=O)c1ccc(C(=O)NCC(C)(C)N2CCOCC2)cc1,106,83,6,5,103,0,-11,100
COC(=O)[C@H]1[C@H]2C[C@@H]3c4[nH]c5cc(OC)ccc5c4CCN3C[C@H]2C[C@@H](OC(=O)c2cc(OC)c(OC)c(OC)c2)[C@@H]1OC,106,99,9,.,105,15,3,106
Cc1cc(C(=O)NCC(=O)OCC(=O)Nc2ccc(OC(F)F)cc2)ccc1[N+](=O)[O-],.,96,-1,4,.,-3,12,.
CCC(C)(C)NC(=O)c1ccc2c(c1)S(=O)(=O)c1ccccc1C2=O,95,98,-7,10,96,22,13,96

# Compounds shown so far that have a furan ring, fused or not:
smiles,LAP4-GFP MLPCN,Yeast superoxide,proCasp3 act,GASC-1 inh,MEP2-GFP yeast,AHR activator,procasp7 counter,RPL19A TOR yeast
O=C(c1ccco1)N1CCN(Cc2nnnn2C2CCCCC2)CC1,96,76,-9,1,104,-1,-4,109
CCCc1nnc(SCC(=O)N2CCCC2)n1Cc1ccco1,95,114,-6,2,107,2,3,106
C=CCN1C(=O)c2ccc(C(=O)N(C)Cc3ccc(C)o3)cc2C1=O,106,94,4,-3,89,-1,-10,87
c1ccc(N2CCN(c3nc(NCc4ccco4)c4ccccc4n3)CC2)cc1,92,109,6,-5,101,-2,-3,100
COc1ccc(CNC(=O)C(c2ccco2)N(C(=O)c2snc(C(N)=O)c2N)c2cccc(OC)c2)cc1 (centres undefined),86,107,-3,9,106,-1,18,98

# Continuation.
smiles,LAP4-GFP MLPCN,Yeast superoxide,proCasp3 act,GASC-1 inh,MEP2-GFP yeast,AHR activator,procasp7 counter,RPL19A TOR yeast
COc1cc(NC(=O)CCC(=O)OCCCC(F)(F)C(F)(F)F)nc(OC)n1,88,114,5,4,85,3,1,93
CCOC(=O)c1ccc2[nH]c3ccccc3c2c1,106,114,6,-4,102,-1,-2,94
Cc1csc(NC(=O)CSCc2c(C)noc2C)n1,112,97,1,4,100,2,8,100
CC(=O)Cn1c(C(F)(F)F)nc2ccccc21,97,96,-2,-2,100,1,3,103
COc1cc(CNC(C)C23CC4CC(CC(C4)C2)C3)cc(OC)c1OC (centres undefined),98,100,.,3,113,.,.,111
COc1ccc(NC(=O)Nc2ccc3c(c2)N(C)C(=O)CS3)cc1OC,96,111,3,11,102,31,-8,96
CC(=O)c1ccc(C(=O)N2CCCC(C(=O)c3ccc(Cl)cc3)C2)s1 (centres undefined),86[may fluoresce red],100,3,0,99[may fluoresce red],-5,17,?
CN(C(=O)COC(=O)c1cc(-c2ccccc2Cl)nc2ccccc12)C1CCS(=O)(=O)C1 (centres undefined),92,104,-9,-18,98,2,-3,103

# Next section.
smiles,LAP4-GFP MLPCN,Yeast superoxide,proCasp3 act,GASC-1 inh,MEP2-GFP yeast,AHR activator,procasp7 counter,RPL19A TOR yeast
CCN(CCCNC(=O)Cn1ncc2c([nH]c3ccc(C)cc32)c1=O)c1cccc(C)c1,97,115,2,-5,104,6,-2,98
O=C1Nc2ccc(Cl)cc2/C1=C/C1CC=CCC1 (centres undefined),101,121,3,-16,127,20,3,112
Cc1ccc(-n2c(SCC(=O)N3CCOCC3)nnc2-c2ccncc2)cc1,96,91,3,1,98,1,4,94
Nc1nonc1-n1nnc(C(=O)N/N=C/c2ccccc2Cl)c1COc1ccc(F)cc1,110,95,5,-8,92,0,2,98
CCCC(=O)NC(c1ccccc1)c1ccc2cccnc2c1O (centres undefined),98,105,-3,-6,102,0,5,101
COP(=O)(CN(Cc1ccccc1)C(=S)Nc1c(C)cccc1C)OC,100,92,5,-7,101,-1,2,101
CCCC[C@@H]1CNC(=O)C(=O)N1CCc1cccc2ccccc12,105,98,-4,5,94,-4,2,100
Cc1nn(CC(O)CN2c3ccccc3Sc3ccccc32)c(C)c1Br (centres undefined),96,92,-5,5,90,8,2,95

# Next compounds
smiles,LAP4-GFP MLPCN,Yeast superoxide,proCasp3 act,GASC-1 inh,MEP2-GFP yeast,AHR activator,procasp7 counter,RPL19A TOR yeast
O=C(CN1CCN(CC(=O)c2ccc(F)cc2)CC1)Nc1ccccc1Cl,116,99,-10,14,103,2,11,103
CS(=O)(=O)Nc1ccc(C(=O)N2CCc3ccccc3C2)cc1,114,111,-5,7,111,2,-1,96
c1ccc(-c2ccc(-c3cnc4n3CCCCC4)cc2)cc1,109,104,3,3,103,-13,3,106
N#C/C(=C\c1c(N2CCCCCC2)nc2ccccn2c1=O)C(N)=O,95,97,-16,1,104,2,-15,102
COc1cc(/C=C/C(=O)O)cc(S(=O)(=O)Nc2ccccc2C(=O)NCCc2ccccc2)c1OC,96,130,5,-1,101,36,-3,95
NC1=NC(=O)C(CC(=O)c2ccc(Cl)cc2)S1 (centres undefined),125,95,-14,7,183*,4,-8,98
Cn1c2ccccc2c2cc(C(=O)N3CCN(CCO)CC3)sc21,97,103,-4,-3,102,68*,1,103
COc1cc(C(=O)N2CCN(Cc3ccc4c(c3)OCO4)CC2)c([N+](=O)[O-])cc1OC,92,102,6,1,103,2,0,100

# (continued)
smiles,LAP4-GFP MLPCN,Yeast superoxide,proCasp3 act,GASC-1 inh,MEP2-GFP yeast,AHR activator,procasp7 counter,RPL19A TOR yeast
Cc1[nH]c(=O)[nH]c(=O)c1S(=O)(=O)NCCOC12CC3CC(CC(C3)C1)C2,86,109,-4,8,91,0,10,102
Cc1ccc(S(=O)(=O)CCc2nc3ccccc3s2)cc1C,104,97,-2,-2,104,0,-6,101
COc1ccc(C/C(N)=N/OC(=O)COc2ccccc2C)cc1,100,106,-2,5,96,-1,-5,98
CC(OC(=O)c1ccc(Br)c(S(=O)(=O)N2CCOCC2)c1)C(=O)NC1CCCCC1C (centres undefined),103,91,-5,-7,115,1,4,106
Cc1oc2c(cc(NS(=O)(=O)c3cccs3)c3ccccc32)c1C(=O)OC(C)C,99,103,-3,5,98,92*,-7,96
CCCCCC(C)n1[nH]c(=O)c2c(C)cc(C)nc21 (centres undefined),104,101,7,2,106,0,4,102
O=C(NCN1C(=O)C2C3C=CC(C3)C2C1=O)OC1CCCCC1 (centres undefined),103,101,-1,-18,99,2,-1,99
Cn1c(SCC(=O)N/N=C/c2cccnc2)nnc1-c1ccccc1,101,97,1,10,106,2,10,99

# Next part.
smiles,LAP4-GFP MLPCN,Yeast superoxide,proCasp3 act,GASC-1 inh,MEP2-GFP yeast,AHR activator,procasp7 counter,RPL19A TOR yeast
Cc1ccc(C(=O)CN(C(=O)c2ccc(Cl)cc2)N2C(=O)CCC2=O)cc1,97,94,11,2,104,-1,3,105
CCN(CC)c1ccc(CN(C(=O)c2cccs2)C2CCS(=O)(=O)C2)cc1 (centres undefined),95,100,-4,0,103,2,1,96
CN(C(=O)CC1C(=O)NCCN1CC1CCCCC1)C1CCOCC1 (centres undefined),103,135,0,-16,96,2,0,95
OCC1(Cc2ccccc2)CCCN(Cc2ccn[nH]2)C1 (centres undefined),93,103,0,1,95,2,8,96
O=C1CCCC(c2ccccc2)N1 (centres undefined),85,81,3,-6,99,4,12,107
CC(C)(C)OC(=O)NCCCCC1=CC2=CC(=O)C(C)(O)C(=O)C2=CO1 (centres undefined),.,.,-6,6,.,-1,-1,.
COc1ccccc1CNS(=O)(=O)c1ccc(S(=O)(=O)NC2CC2)cc1,93,93,7,2,107,-3,7,101
CCc1ccc(CC(=S)N2CCOCC2)cc1,100,79,4,2,105,3,-9,106

# Exported with values under each structure: 3 of the compounds above
# Results follow in this order: LAP4-GFP MLPCN, Yeast superoxide, proCasp3 act, GASC-1 inh, MEP2-GFP yeast, AHR activator, procasp7 counter, RPL19A TOR yeast
- CC(C)(C)OC(=O)NCCCCC1=CC2=CC(=O)C(C)(O)C(=O)C2=CO1 (centres undefined)
 : ., ., -6, 6, ., -1, -1, .
- COc1ccccc1CNS(=O)(=O)c1ccc(S(=O)(=O)NC2CC2)cc1
 : 93, 93, 7, 2, 107, -3, 7, 101
- CCc1ccc(CC(=S)N2CCOCC2)cc1
 : 100, 79, 4, 2, 105, 3, -9, 106

# Next part:
smiles,LAP4-GFP MLPCN,Yeast superoxide,proCasp3 act,GASC-1 inh,MEP2-GFP yeast,AHR activator,procasp7 counter,RPL19A TOR yeast
CS(=O)(=O)c1nc(-c2ccc(Br)cc2)cc(-c2ccccc2)c1C#N,98,101,5,4,102,2,-2,103
Cc1cc(Cl)c(S(=O)(=O)NC(C)C)cc1OCC(N)=O,88,96,2,6,100,0,-3,95
CCCCS(=O)(=O)CC(COc1ccccc1)OC(=O)c1ccccc1 (centres undefined),101,93,-1,17,100,2,-3,96
O=C(NC1CCCC1)C(c1ccc(F)cc1)N(C(=O)c1csnn1)C1CCCC1 (centres undefined),101,101,-3,-1,103,-2,-2,99
CCc1ccc(NC(=O)Cn2nc(C(F)(F)F)c3c2CCC3)cc1,106,106,9,-1,102,-7,4,98
CCN(CC)S(=O)(=O)c1ccc2[nH]cc(C(=O)NC3CC3)c(=O)c2c1,108,92,-3,-22,109,3,2,102
